Bioassay records as filed in PubChem.
12-LOX inh = inhibitors of human 12S-lipoxygenase ALOX12; 580,000 compounds, 1.1% hits; purified 12hLO, xylenol orange hydroperoxide absorbance; Potency, µM (top dose mostly 108 µM), for the others: at the top dose activity change, negative = inhibition, most hits filed as inhibitors; active = well fitted inhibition curve with a large enough effect; inconclusive = small, poorly fitted or top-dose-only effect, or another doubt; inactive = no such curve, though single readings can be large or run the other way; also: potency is read from the fitted curve at half-maximal effect
Target sequence (P18054 whole entry, looked up): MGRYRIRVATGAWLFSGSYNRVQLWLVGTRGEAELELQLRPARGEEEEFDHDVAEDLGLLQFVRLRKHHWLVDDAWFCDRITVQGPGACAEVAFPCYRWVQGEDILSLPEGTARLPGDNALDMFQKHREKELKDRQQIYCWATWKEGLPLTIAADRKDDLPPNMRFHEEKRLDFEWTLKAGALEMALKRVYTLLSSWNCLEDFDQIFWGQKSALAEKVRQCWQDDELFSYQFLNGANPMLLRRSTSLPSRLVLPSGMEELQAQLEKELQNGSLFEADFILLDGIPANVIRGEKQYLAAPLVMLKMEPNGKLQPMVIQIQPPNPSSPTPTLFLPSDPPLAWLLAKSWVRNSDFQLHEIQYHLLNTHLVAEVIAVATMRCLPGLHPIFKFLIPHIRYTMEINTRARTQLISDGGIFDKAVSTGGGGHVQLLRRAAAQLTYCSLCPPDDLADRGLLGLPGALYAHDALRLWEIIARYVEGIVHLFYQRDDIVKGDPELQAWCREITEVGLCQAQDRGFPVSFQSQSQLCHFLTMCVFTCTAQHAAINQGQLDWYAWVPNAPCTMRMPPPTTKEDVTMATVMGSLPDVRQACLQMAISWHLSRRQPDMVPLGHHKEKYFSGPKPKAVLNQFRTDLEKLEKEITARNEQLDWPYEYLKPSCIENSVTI
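Purified human 12hLO (150 nM final) in 25 mM Hepes, 0.01% Triton X-100, pH 7.0 was preincubated 15 min at room temperature with compound. Then 40 uM arachidonic acid was added, 30 min. Hydroperoxide was read by Fe-XO absorbance ratio 573/405 nm.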
LDHA inh = LDHA (human) enzyme inhibition. P00338. purified LDHA, NADH/diaphorase-resazurin fluorescence; stronger effect = lower value. activity change, % (values are at about 110 or 230 µM). 480,000 compounds, 0.15% hits. AID 1347041; in the data active = activity change below about -30%; inconclusive = mostly about -25% to -30%;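 also: plate controls were DMSO wells for no effect and wells without enzyme for full effect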
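Enzyme activity of human lactate dehydrogenase 5 (2 nM; 0.06 mM NADH, 0.2 mM pyruvate, 5 min, RT) is measured via a resazurin/diaphorase fluorescence readout of residual NADH.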
* marks the source's active call; other numbers are inactive results; [ ] = dose if it differs, or a comment. Unless noted, % is scaled to controls: 0 for no effect and ±100 for the full control effect.

How did Cc1ccc(SCc2cc(=O)oc3c(C)c(O)ccc23)cc1 do in these assays?
12-LOX inh: inconclusive; LDHA inh: 0

How did NC(=O)NNC(=O)Nc1ccccc1 do in these assays?
12-LOX inh: 37%[activator]; LDHA inh: 1

What do the screens show for `O=C(c1cc2cc(Cl)ccc2oc1=O)N1CCN(c2ccccc2)CC1`?
12-LOX inh: 8%; LDHA inh: 0

Results for CC(C)OC(=O)c1c(-c2ccccc2Cl)csc1NC(=O)CCCC(=O)O ?
12-LOX inh: -2%; LDHA inh: -2

What do the screens show for `COc1ccc(-c2noc(CSc3nc4ccccc4o3)n2)cc1OC`?
12-LOX inh: -2%; LDHA inh: 4

How did CCOc1ccc(S(=O)(=O)Nc2cccc(C(=O)NC3CCN(C(C)C)CC3)c2)cc1 do in these assays?
12-LOX inh: -26%; LDHA inh: 6

Results for O=C(NC1CCCC1)c1ccc2c(Cl)c3c(nc2c1)CCC3 ?
12-LOX inh: -16%; LDHA inh: 6

Results for O/N=C/c1ccc(OCc2ccc(Cl)cc2Cl)cc1 ?
12-LOX inh: inconclusive; LDHA inh: -1

What do the screens show for `CC(=O)Nc1cccc(C(=O)O)c1O`?
12-LOX inh: inconclusive; LDHA inh: -3

Results for CC(C)c1ccc(-c2[nH]c3ccccc3c2C=O)cc1 ?
12-LOX inh: inconclusive; LDHA inh: -1

How did COC(=O)c1c(NC(=O)c2cc3ccccc3o2)sc(C)c1C do in these assays?
12-LOX inh: inconclusive; LDHA inh: 1

Results for CCc1cccc(C)c1NC(=O)Cc1nn(C)c(=O)c2ccccc12 ?
12-LOX inh: inconclusive; LDHA inh: 1

What do the screens show for `CCN(CC)S(=O)(=O)c1ccc(C(C)NCc2cccs2)cc1` (stereo unspecified)?
12-LOX inh: 3%; LDHA inh: 6

How did CC(=O)c1cccc(OCc2cccc(C(N)=O)c2)c1 do in these assays?
12-LOX inh: 16%; LDHA inh: 3

What do the screens show for `CC(C)c1cccc(C(C)C)c1-n1ccnc1`?
12-LOX inh: 0%; LDHA inh: 8

What do the screens show for `COc1cc(-c2nc(Cn3nnc(C(=O)Nc4ccc(F)cc4)c3N)c(C)o2)cc(OC)c1OC`?
12-LOX inh: 59%[activator]; LDHA inh: -15

How did O=C(NCCCN1CCCC1)NCc1ccccc1 do in these assays?
12-LOX inh: 36%; LDHA inh: -1

Results for COc1ccc(-c2cc(C)no2)cc1S(=O)(=O)CCC(=O)Nc1cccc(Cl)c1 ?
12-LOX inh: 13%; LDHA inh: 9

What do the screens show for `COc1cc(Br)c(CC(=O)Oc2c(C)cccc2C)cc1OC`?
12-LOX inh: inconclusive; LDHA inh: -1

How did CN(C)C(=O)COC(=O)CCc1c[nH]c2ccccc12 do in these assays?
12-LOX inh: 1%; LDHA inh: 3

How did CC(CC(=O)C(C#N)C(=O)Nc1ccccc1F)c1ccc(F)cc1 (stereo unspecified) do in these assays?
12-LOX inh: -13%; LDHA inh: -7

Results for CC(O)c1ccc(NC(=O)c2nn(C(C)C)c(=O)c3ccccc23)cc1 (stereo unspecified) ?
12-LOX inh: -9%; LDHA inh: 4

What do the screens show for `OC[C@H]1O[C@@H](c2nc(-c3ccc(C4OCCO4)cc3)no2)[C@H](O)[C@@H]1O`?
12-LOX inh: 1%; LDHA inh: -7

How did CC(=O)Nc1cc(-c2ccc(C(=O)N3CCOCC3)cc2)cn2c(-c3ccc(C(C)=O)cc3)cnc12 do in these assays?
12-LOX inh: 5%; LDHA inh: -1

Results for COc1ccc(C(=O)C(C)OC(=O)C23CC4CC(CC(Br)(C4)C2)C3)c(OC)c1 (stereo unspecified) ?
12-LOX inh: 13%; LDHA inh: 1

How did C[N+]1(CCCCCCCCCCCCCO)CCCC1 do in these assays?
12-LOX inh: 28µM*; LDHA inh: -3

What do the screens show for `O=C(Nc1ccc2c(c1)OCO2)C1Cc2c(-c3ccc(Cl)cc3)ccnc2O1` (stereo unspecified)?
12-LOX inh: 1%; LDHA inh: 1

What do the screens show for `N#Cc1ccc(NC(=O)c2nn(C3CCS(=O)(=O)C3)c3c2CCCC3)cc1` (stereo unspecified)?
12-LOX inh: inconclusive; LDHA inh: 2

What do the screens show for `Cc1ccc(-c2cnc(C(O)c3ccc(Cl)cc3C)[nH]2)cc1` (stereo unspecified)?
12-LOX inh: -1%; LDHA inh: -5

How did O=C(CCl)N(CC1=CCSC1)c1ccccc1 do in these assays?
12-LOX inh: inconclusive; LDHA inh: 9

What do the screens show for `Cc1ccc(-c2cc(C(=O)NCc3ccco3)c3ccccc3n2)cc1C`?
12-LOX inh: -8%; LDHA inh: 5

What do the screens show for `O=C(Nc1ccc2c(c1)OCCO2)c1[nH]c(C(F)(F)F)nc1-c1ccccc1`?
12-LOX inh: 0%; LDHA inh: 0

What do the screens show for `CN(C)C(CNC(=O)CC1C=CCC1)c1ccsc1` (stereo unspecified)?
12-LOX inh: 9%; LDHA inh: 0

What do the screens show for `CN(C)CCCn1c(=O)c2[nH]cnc2n(C)c1=O`?
12-LOX inh: 4%; LDHA inh: 7

What do the screens show for `CC(C)N(C)CC1CCN(C(=O)NCCc2ccc(F)cc2)CC1`?
12-LOX inh: 12%; LDHA inh: 6

Results for CC(=C/c1ccccc1)/C=N/NC(=S)NC1CCCCC1 ?
12-LOX inh: -25%; LDHA inh: 11

Results for CCC(CC)c1nnc(NC(=O)c2cc(C)nc3ccccc23)s1 ?
12-LOX inh: 61%[activator]; LDHA inh: -4

What do the screens show for `Cc1ccc(-c2cc(C(=O)N3CCN(Cc4ccncc4)CC3)c3ccccc3n2)o1`?
12-LOX inh: inconclusive; LDHA inh: -9

What do the screens show for `CC(CCc1ccccc1)NCCNC(=O)c1ccccc1` (stereo unspecified)?
12-LOX inh: inconclusive; LDHA inh: -10

How did CC(=O)Nc1ccc(NC(=O)c2nc3ccccc3nc2N2CCCCC2)cc1 do in these assays?
12-LOX inh: 1%; LDHA inh: 11

Results for S=C(NCCc1ccc(Cl)cc1Cl)NCc1ccccc1 ?
12-LOX inh: inconclusive; LDHA inh: -1

How did O=S1(=O)CCN(C2CCCCC2)c2c(F)nc(N3CCCCC3)c(F)c21 do in these assays?
12-LOX inh: inconclusive; LDHA inh: 14

Results for Cn1c(=O)c2cc(NC(=S)NC3CCCCC3)ccc2n1-c1ccccc1 ?
12-LOX inh: inconclusive; LDHA inh: 3

Results for COc1ccc(Nc2cc(C)nc(Nc3ccc(NC(=O)CCc4ccccc4)cc3)n2)cc1 ?
12-LOX inh: inconclusive; LDHA inh: 6

How did CCCNC(=O)c1cc(C2CCCCN2S(=O)(=O)c2ccc(C#N)cc2)on1 (stereo unspecified) do in these assays?
12-LOX inh: 14%; LDHA inh: -2

How did Cc1[nH]n(-c2nc3ccccc3[nH]2)c(=O)c1CCc1ccccc1 do in these assays?
12-LOX inh: -15%; LDHA inh: -24

Results for Cc1oc(-c2ccccc2)nc1CC(=O)NC(C)CN1CCOCC1 (stereo unspecified) ?
12-LOX inh: 3%; LDHA inh: 5

Results for O=C(CC1CCCC1)NCCCNC(=O)CC1CCCC1 ?
12-LOX inh: 40%; LDHA inh: -4

What do the screens show for `CCN(CC)c1ccc(NC(=O)c2ccc3ccccc3n2)cc1`?
12-LOX inh: inconclusive; LDHA inh: -1

How did CCOC(=O)C1CCN(C(=O)Cn2ncn3nc(-c4ccco4)cc3c2=O)CC1 do in these assays?
12-LOX inh: 5%; LDHA inh: 8

Results for CCN1CCN(c2cc(C(=O)O)c3cc(NC(=O)C(C)C)ccc3n2)CC1 ?
12-LOX inh: 16µM*; LDHA inh: -19

How did COc1ccc(C)cc1C(C)NC(=O)CC1Sc2ccccc2NC1=O (stereo unspecified) do in these assays?
12-LOX inh: inconclusive; LDHA inh: -8

What do the screens show for `CCCNC(=O)NC(=O)CN(C)Cc1ccccc1C(F)(F)F`?
12-LOX inh: -19%; LDHA inh: 0

Results for CC(C)NC(=O)C1(C)CCN1Cc1ccc(-c2ccccc2)cc1 (stereo unspecified) ?
12-LOX inh: 5%; LDHA inh: -1

What do the screens show for `CC1(C(=O)NS(=O)(=O)c2ccccc2)CCN1C(=O)CC1CCCCC1` (stereo unspecified)?
12-LOX inh: 7%; LDHA inh: -7

Results for Cc1ccc(F)c(S(=O)(=O)NC(=O)C2(C)CCN2C(=O)c2cccc3ccccc23)c1 (stereo unspecified) ?
12-LOX inh: -3%; LDHA inh: 1

Results for CC(C)NC(=O)c1ccc2c(Cl)c3c(nc2c1)CCCC3 ?
12-LOX inh: inconclusive; LDHA inh: 4

How did CCOC(=O)c1oc2ccccc2c1COC(=O)CNC(=O)c1cccc(OC)c1 do in these assays?
12-LOX inh: inconclusive; LDHA inh: 9

What do the screens show for `N#Cc1ccccc1CNc1cc(Cl)ccc1Cl`?
12-LOX inh: -4%; LDHA inh: 7

What do the screens show for `CC(=O)Nc1ccccc1OCC(=O)NC(C)C(C)C` (stereo unspecified)?
12-LOX inh: 33%[activator]; LDHA inh: 0

What do the screens show for `COc1cccc(C(O)c2nc(-c3ccc(N(C)C)cc3)cs2)c1` (stereo unspecified)?
12-LOX inh: -3%; LDHA inh: -4

How did Cc1ccc(-c2ocnc2C(=O)Nc2ccc(C)c(C)c2)s1 do in these assays?
12-LOX inh: -3%; LDHA inh: -4

What do the screens show for `COc1ccc(-c2c(C)oc3cc(OC(C)C(=O)O)ccc3c2=O)cc1OC` (stereo unspecified)?
12-LOX inh: inconclusive; LDHA inh: 2

Results for CCN(C)C1CN(Cc2cn(Cc3ccc(Cl)cc3)nn2)S(=O)(=O)C1 (stereo unspecified) ?
12-LOX inh: 34%[activator]; LDHA inh: 0

Results for CC(Nc1ccc(F)cc1)C(=O)Nc1ccc(Cl)cn1 (stereo unspecified) ?
12-LOX inh: 0%; LDHA inh: -3

What do the screens show for `CCc1ccc2[nH]c(C(C)(C)C)c(C=O)c2c1`?
12-LOX inh: 25%; LDHA inh: 14

How did COCC(C)Nc1oc(-c2ccc(Cl)cc2)nc1C#N (stereo unspecified) do in these assays?
12-LOX inh: -3%; LDHA inh: -1

How did Cc1cc(C)c(CN2CCN(C(=O)CC[C@H]3O[C@@H](n4ccc(=O)[nH]c4=O)[C@H](O)[C@@H]3O)CC2)c(C)c1 do in these assays?
12-LOX inh: -49%; LDHA inh: -3

Results for Cc1cccc(C(=O)NC(NC(C)C)C(Cl)(Cl)Cl)c1 (stereo unspecified) ?
12-LOX inh: 0%; LDHA inh: -15

Results for COc1cccc(C(=O)N2CCN(C(=O)Cc3cc(OC)c(OC)c(OC)c3)CC2)c1 ?
12-LOX inh: 15%; LDHA inh: 3

Results for COC(=O)c1ccc(CNC(=O)CCCNC(=O)C(C)(C)C)cc1 ?
12-LOX inh: 5%; LDHA inh: 14

How did CC(=O)Nc1ccc(NC(=O)C(=O)c2c[nH]c3ccccc23)cc1 do in these assays?
12-LOX inh: inconclusive; LDHA inh: -5

What do the screens show for `COc1ccc2c(C)c(CCC(=O)Nc3ccc(C)cc3O)c(=O)oc2c1`?
12-LOX inh: -14%; LDHA inh: 15

What do the screens show for `CC(C)n1nc(C(=O)NCCc2cccs2)c2ccccc2c1=O`?
12-LOX inh: 94%[activator]; LDHA inh: -1

Results for COc1ccc(OC)c(C(=O)Oc2ccc(C#N)cc2)c1 ?
12-LOX inh: inconclusive; LDHA inh: -9

Arranged by molar mass (low to high): some entries from above
What do the screens show for `CCc1ccc2[nH]c(C(C)(C)C)c(C=O)c2c1`?
12-LOX inh: 25%; LDHA inh: 14

What do the screens show for `N#Cc1ccccc1CNc1cc(Cl)ccc1Cl`?
12-LOX inh: -4%; LDHA inh: 7

What do the screens show for `CC(=O)Nc1ccccc1OCC(=O)NC(C)C(C)C` (stereo unspecified)?
12-LOX inh: 33%[activator]; LDHA inh: 0

Results for COc1ccc(OC)c(C(=O)Oc2ccc(C#N)cc2)c1 ?
12-LOX inh: inconclusive; LDHA inh: -9

Results for CC(Nc1ccc(F)cc1)C(=O)Nc1ccc(Cl)cn1 (stereo unspecified) ?
12-LOX inh: 0%; LDHA inh: -3

How did Cc1ccc(-c2ocnc2C(=O)Nc2ccc(C)c(C)c2)s1 do in these assays?
12-LOX inh: -3%; LDHA inh: -4

How did CC(=O)Nc1ccc(NC(=O)C(=O)c2c[nH]c3ccccc23)cc1 do in these assays?
12-LOX inh: inconclusive; LDHA inh: -5

Results for Cc1cccc(C(=O)NC(NC(C)C)C(Cl)(Cl)Cl)c1 (stereo unspecified) ?
12-LOX inh: 0%; LDHA inh: -15

Results for COC(=O)c1ccc(CNC(=O)CCCNC(=O)C(C)(C)C)cc1 ?
12-LOX inh: 5%; LDHA inh: 14

What do the screens show for `CC(C)n1nc(C(=O)NCCc2cccs2)c2ccccc2c1=O`?
12-LOX inh: 94%[activator]; LDHA inh: -1

What do the screens show for `COc1ccc2c(C)c(CCC(=O)Nc3ccc(C)cc3O)c(=O)oc2c1`?
12-LOX inh: -14%; LDHA inh: 15

Results for CCN(C)C1CN(Cc2cn(Cc3ccc(Cl)cc3)nn2)S(=O)(=O)C1 (stereo unspecified) ?
12-LOX inh: 34%[activator]; LDHA inh: 0

Results for COc1cccc(C(=O)N2CCN(C(=O)Cc3cc(OC)c(OC)c(OC)c3)CC2)c1 ?
12-LOX inh: 15%; LDHA inh: 3

How did Cc1cc(C)c(CN2CCN(C(=O)CC[C@H]3O[C@@H](n4ccc(=O)[nH]c4=O)[C@H](O)[C@@H]3O)CC2)c(C)c1 do in these assays?
12-LOX inh: -49%; LDHA inh: -3

These rows are one share of the data; the hit share may differ from the screen's.
